# Source: PubChem BioAssay (Sanford-Burnham Center for Chemical Genomics)
# Mdm2 MdmX PPI: disrupts the human Mdm2-MdmX interaction | AID 485346 | SaOS-2 split-luciferase Mdm2/MdmX complementation, luminescence | O15151+Q00987 | hit rate 3% among 330,000 | inhibition, % at 8 µM;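 active = inhibition of at least 50% at 8 µM in the primary screen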
# CXCR6 inh: inhibitors of human CXCR6 receptor; O00574; CHO-K1 PathHunter CXCR6 beta-arrestin, luminescence; inhibition, % at 20 µM; hit rate 0.36% among 360,000; AID 602244; in the data active = inhibition above about 34%, passing the limit was not always enough;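 note: antagonist mode with CXCL16 agonist at 10 nM final; 0% = 10 nM CXCL16 with DMSO and 100% = unstimulated wells without agonist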
# Target sequence (O00574 whole entry, looked up): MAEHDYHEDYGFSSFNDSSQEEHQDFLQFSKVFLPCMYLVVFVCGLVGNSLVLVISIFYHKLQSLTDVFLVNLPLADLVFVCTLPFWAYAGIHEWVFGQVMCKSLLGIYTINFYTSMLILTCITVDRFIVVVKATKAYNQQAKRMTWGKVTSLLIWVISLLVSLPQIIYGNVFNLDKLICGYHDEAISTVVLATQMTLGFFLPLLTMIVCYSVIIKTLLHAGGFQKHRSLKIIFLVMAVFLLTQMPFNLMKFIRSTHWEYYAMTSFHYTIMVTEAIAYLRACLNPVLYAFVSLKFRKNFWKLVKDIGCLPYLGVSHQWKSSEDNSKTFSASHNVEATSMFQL
# APJ antagonist: antagonists of human APJ apelin receptor; CHO-K1 APJ beta-arrestin complementation, luminescence; inhibition, % at 20 µM; hit rate 0.32% among 330,000;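 active = inhibition above about 40% at 20 µM, limit read from the data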;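 note: cells challenged with 10 nM apelin-13 agonist together with compound; plate controls were apelin-13 plus DMSO wells for no effect and DMSO wells lacking apelin-13 for full effect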
# Target sequence (P35414 whole entry, looked up): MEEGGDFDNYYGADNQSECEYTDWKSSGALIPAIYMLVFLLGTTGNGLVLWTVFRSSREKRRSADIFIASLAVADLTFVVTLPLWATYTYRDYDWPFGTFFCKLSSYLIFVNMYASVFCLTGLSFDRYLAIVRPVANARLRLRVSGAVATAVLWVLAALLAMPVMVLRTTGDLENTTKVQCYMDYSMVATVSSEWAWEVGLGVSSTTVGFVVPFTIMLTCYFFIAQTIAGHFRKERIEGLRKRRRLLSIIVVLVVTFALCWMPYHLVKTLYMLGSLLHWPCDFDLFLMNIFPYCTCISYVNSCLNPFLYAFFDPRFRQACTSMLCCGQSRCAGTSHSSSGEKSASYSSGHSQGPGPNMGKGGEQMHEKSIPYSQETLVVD
# tim23-1 inh: inhibits growth of tim23-1 mutant yeast; S. cerevisiae tim23-1 growth, BacTiter-Glo luminescence, 24 h; inhibition, % at 20 µM; hit rate 1.3% among 330,000;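 active = growth inhibition of the mutant yeast at or above 50%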;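 note: temperature-sensitive mutant grown at 25 °C; plate controls were DMSO-treated mutant yeast for no effect and medium wells lacking yeast for full effect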
# CCR6 antagonist: CCR6 (human) receptor antagonism; inhibition, % at 20 µM; P51684; hit rate 0.49% among 340,000; CHO-K1 CCR6 PathHunter beta-arrestin, luminescence, CCL20-stimulated;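 active = compounds whose inhibition of the agonist-driven luminescence signal at 20 µM reaches about 50%, limit read from the data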;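 note: cells stimulated with CCL20 at 14 nM final; plate controls were DMSO with CCL20 for no effect and DMSO without agonist for full effect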
# EBI2 antag: blocks human EBI2 receptor beta-arrestin signaling | EBI2 beta-arrestin recruitment, luminescence, 7a,25-OHC stimulated | AID 651636 | inhibition, % at 5 µM | P32249 | hit rate 0.81% among 360,000; in the data active = inhibition above about 38%;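 note: enzyme fragment complementation signal reports receptor beta-arrestin coupling in cells; 0% = agonist plus DMSO wells and 100% = wells without agonist; some results beyond the cut were filed as inactive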
# Target sequence (P32249 whole entry, looked up, the tested form may be a part): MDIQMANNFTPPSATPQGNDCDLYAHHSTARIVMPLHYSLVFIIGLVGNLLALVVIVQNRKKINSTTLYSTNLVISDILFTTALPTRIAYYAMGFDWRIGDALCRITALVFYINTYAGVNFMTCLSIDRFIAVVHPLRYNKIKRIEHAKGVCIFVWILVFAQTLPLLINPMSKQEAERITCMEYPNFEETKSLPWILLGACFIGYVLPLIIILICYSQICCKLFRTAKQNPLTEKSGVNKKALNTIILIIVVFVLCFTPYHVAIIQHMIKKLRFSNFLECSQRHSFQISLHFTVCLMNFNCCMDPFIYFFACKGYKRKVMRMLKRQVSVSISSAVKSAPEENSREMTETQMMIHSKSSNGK
# XBP1 UPR activ: activators of adaptive arm of unfolded protein response (XBP1) | activation, % at 20 µM | AID 463104 | CHO-XBP1 luciferase reporter, IRE1-XBP1 UPR activation, luminescence; percent of tunicamycin response, DMSO as zero | hit rate 0.33% among 330,000;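 active = versus positive control, 20 µM dose yields 30% or more activation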;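 note: 100% = tunicamycin at 10 µg/mL and 0% = DMSO only wells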
#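 Material: CHO-XBP1 cells stably carrying IRE1-XBP1-driven luciferase reporter | Medium: F12 with 10% serum | Compound dosing: 20 µM single concentration, DMSO 1% | Incubation: Overnight seeding at 37 °C, 6 h compound treatment at 37 °C | Detection: Steady-Glo luminescence read | Read-out basis: % activation of reporter signal versus tunicamycin and DMSO controls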
# CHOP UPR activ: activators of apoptotic arm of unfolded protein response (CHOP); activation, % at 10 µM; hit rate 0.34% among 330,000; CHO-CHOP luciferase reporter, UPR activation, luminescence; percent of tunicamycin response over DMSO baseline; AID 449763;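 active = at 10 µM dose, activation of 40% or more, normalized to positive control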;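 note: 100% = tunicamycin at 10 µg/mL and 0% = DMSO alone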
#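 System: CHO-CHOP luciferase reporter cell line; amount: 500 cells/well; buffer or medium: F12 medium containing 10% fetal bovine serum; incubation: 6 h compound exposure at 37 °C after overnight seeding; measured by: luciferase luminescence after 10 min with Steady-Glo reagent; evaluation: % reporter activation, DMSO baseline versus tunicamycin full activation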
# APJ agonist: APJ receptor agonism; activation, % at 20 µM; hit rate 0.11% among 330,000; P35414; CHO-K1 APJ PathHunter beta-arrestin, luminescence; 0% DMSO wells, 100% apelin;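 active = activation more than six SD over the plate average, tested at 20 µM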;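 note: 0% = DMSO alone and 100% = apelin-13 at 10 nM; some results filed as inactive read as strong as hits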
#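 Test system: CHO-K1 APJ beta-arrestin complementation cell line. Amount: cell density 1000 per well. Controls: DMSO negative, 10 nM Apelin-13 positive. Signal: luminescent beta-gal fragment complementation, chemiluminescent substrate. Read-out basis: agonist-driven arrestin binding to APJ. Timing: compound stimulation 90 min at 25 °C, detection 60 min.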
# The depositor's hits bear a star; x = not tested or not shown.
# Start of the data: the first 5 records as a preview:
entry	structure	tim23-1 inh	CXCR6 inh	APJ agonist	EBI2 antag	XBP1 UPR activ	CCR6 antagonist	CHOP UPR activ	APJ antagonist	Mdm2 MdmX PPI
1	CCOc1ccc(NC(=S)N2C3CCCC2CC(NC(=O)C2CC2)C3)cc1 (stereo unspecified)	-1	2	-1	15	5	1	-2.2	5	-2
2	COc1ccc(Cl)cc1C(=O)NNC(=O)CCNS(=O)(=O)c1ccccc1	-1	0	1	-6	-6	9	-1.1	-2	-6
3	Cc1cc(C)c2[nH]c(O)c(N=NC(=O)c3cc4c(s3)CCCC4)c2c1	3	x	1	x	1	x	1.3	14	-17
4	CCOC(=O)c1c(-c2ccncc2)csc1N	25	-7	-2	3	2	1	-1.0	-5	30
5	O=C(CN1C(=O)NC(Cc2c[nH]c3ccccc23)C1=O)Nc1ccccc1C(F)(F)F (stereo unspecified)	4	-5	1	2	-3	16	-2.8	0	-10

# The whole of this part, from the start:
entry	structure	tim23-1 inh	CXCR6 inh	APJ agonist	EBI2 antag	XBP1 UPR activ	CCR6 antagonist	CHOP UPR activ	APJ antagonist	Mdm2 MdmX PPI
1	CCOc1ccc(NC(=S)N2C3CCCC2CC(NC(=O)C2CC2)C3)cc1 (stereo unspecified)	-1	2	-1	15	5	1	-2.2	5	-2
2	COc1ccc(Cl)cc1C(=O)NNC(=O)CCNS(=O)(=O)c1ccccc1	-1	0	1	-6	-6	9	-1.1	-2	-6
3	Cc1cc(C)c2[nH]c(O)c(N=NC(=O)c3cc4c(s3)CCCC4)c2c1	3	x	1	x	1	x	1.3	14	-17
4	CCOC(=O)c1c(-c2ccncc2)csc1N	25	-7	-2	3	2	1	-1.0	-5	30
5	O=C(CN1C(=O)NC(Cc2c[nH]c3ccccc23)C1=O)Nc1ccccc1C(F)(F)F (stereo unspecified)	4	-5	1	2	-3	16	-2.8	0	-10
6	CC1(C)Cc2c(C#N)c(SCC(=O)c3ccccc3)nc(N3CCOCC3)c2CS1	21	3	-2	23	1	14	1.6	14	17
7	O=c1cc(C(F)(F)F)nc(SCc2cccnc2)[nH]1	1	2	-2	-3	8	-2	1.2	7	17
8	O=S(=O)(Cc1ccccc1)NCCc1ccc(F)cc1	12	2	-5	2	-3	2	2.2	3	-6
9	COCCNC(=O)C(c1ccc(C)o1)N(C(=O)c1snc(C(N)=O)c1N)c1ccc(C)cc1 (stereo unspecified)	23	-3	4	14	-4	2	0.0	-11	-40
10	CCc1ccc2nc(-c3cccc(C)c3)nc(SCC(=O)NCC3CCCO3)c2c1 (stereo unspecified)	14	-4	-1	0	0	1	2.5	6	34
11	COc1cc(OC)c(NC(=O)CCNC(=O)Cn2ccc3ccccc3c2=O)cc1Cl	7	1	7	-18	2	0	1.3	6	1
12	Cc1cc2ccccc2c(=O)n1CC(=O)N(C)c1ccc(F)cc1	11	-4	-2	-7	1	-10	0.1	13	9
13	O=C(c1ccco1)N1CCN(S(=O)(=O)c2ccc(F)cc2)CC1	7	-4	-1	-11	2	-6	0.8	10	-33
14	COc1ccccc1OCCNC1CCCC1	-6	7	-6	7	-1	9	0.9	19	-1
15	OCCCc1ccc(O)c(O)c1	-5	11	-1	-10	-1	-6	-1.9	-36	26
16	Cc1cccc(N2CCN(C(=O)c3ccccc3NC(=O)C3CCCCC3C(=O)O)CC2)c1 (stereo unspecified)	7	6	-1	-14	-1	2	-1.0	3	-6
17	CCOCCCNC(=O)CN(Cc1ccc(Cl)cc1)S(C)(=O)=O	-3	0	-2	5	0	-2	-0.5	-24	-10
18	CC(C)OC(=O)C(NC(=O)c1ccccc1)=C1CCCCC1	26	4	-4	2	-1	3	-0.3	3	-5
19	CC(=O)c1cccc(NCC(=O)c2ccc(C)c([N+](=O)[O-])c2)c1	27	26	-11	5	-7	46	-1.6	37	-7
20	O=C(N/N=C/c1ccc(O)c(O)c1)c1ccc(CSc2cccc3cccnc23)cc1	-22	8	0	0	51*	21	106*	-11	11

# Random excerpt: 4 records from the list.
entry	structure	tim23-1 inh	CXCR6 inh	APJ agonist	EBI2 antag	XBP1 UPR activ	CCR6 antagonist	CHOP UPR activ	APJ antagonist	Mdm2 MdmX PPI
14	COc1ccccc1OCCNC1CCCC1	-6	7	-6	7	-1	9	0.9	19	-1
6	CC1(C)Cc2c(C#N)c(SCC(=O)c3ccccc3)nc(N3CCOCC3)c2CS1	21	3	-2	23	1	14	1.6	14	17
11	COc1cc(OC)c(NC(=O)CCNC(=O)Cn2ccc3ccccc3c2=O)cc1Cl	7	1	7	-18	2	0	1.3	6	1
2	COc1ccc(Cl)cc1C(=O)NNC(=O)CCNS(=O)(=O)c1ccccc1	-1	0	1	-6	-6	9	-1.1	-2	-6

# (list continues)
entry	structure	tim23-1 inh	CXCR6 inh	APJ agonist	EBI2 antag	XBP1 UPR activ	CCR6 antagonist	CHOP UPR activ	APJ antagonist	Mdm2 MdmX PPI
21	O=C1CCC(=O)N1CC1CC2CCC1C2 (stereo unspecified)	4	-4	-3	7	-1	5	-0.5	1	8
22	CCOC(=O)c1cc(CC)sc1NC(=O)CN1CCN(C(=O)C2CCCO2)CC1 (stereo unspecified)	17	-1	-4	-13	-5	17	-0.5	7	9
23	CC1CCCN(c2ccc(C(=O)NCc3ccccc3)cn2)C1 (stereo unspecified)	20	3	0	19	19	16	5.7	-11	-79
24	CCN1C(=O)[C@H]2[C@@H](c3ccc(-c4ccc(Cl)c(Cl)c4)cc3)N[C@@](C)(C(=O)OC)[C@H]2C1=O	21	-6	3	9	0	-1	1.9	-17	22
25	NC(=O)N/N=C/c1ccc(-c2ccc(S(=O)(=O)Nc3ncccn3)cc2)o1	-17	0	-6	6	-2	14	0.1	2	27
26	Cc1ccc(NC2CCCN(C(=O)CSc3ccccn3)C2)cc1C (stereo unspecified)	18	-3	-4	-4	1	17	0.1	14	-1
27	CN(C)C(=O)CSc1n[nH]c(-c2ccco2)n1	12	1	-3	-4	11	6	0.7	23	-9
28	S=C1SCN(Cc2ccccn2)CN1Cc1ccco1	-6	3	-4	-3	2	6	102*	12	43
29	O=C(O)Cn1c2ccccc2c2n[nH]c(=S)nc21	-13	-1	-2	6	-5	-3	2.1	10	9
30	CCN(CC)CCn1c(SCC(=O)Nc2cccc(OC)c2)nc2c(sc3ccccc32)c1=O	15	6	-7	4	3	25	-0.4	13	51*
31	CCCCN(CCCNC(=O)Cn1ncc2ccsc2c1=O)Cc1ccccc1	9	3	-4	-1	-4	-10	-3.1	3	10
32	CC(NC(=O)NC1CCCCC1)c1ccccc1 (stereo unspecified)	15	10	-1	-3	-2	13	-2.7	-6	-10
33	Cc1ccc(C(=O)Nc2ccc3c(c2)CCC3)cc1S(=O)(=O)N1CCOCC1	18	-2	-4	9	3	12	3.8	-10	-44
34	O=C(COC(=O)c1ccc2c(c1)C(=O)N(Cc1ccco1)C2=O)NCC(F)(F)F	6	-2	-2	-9	-2	-3	0.9	-9	1
35	Cc1cc(Nc2ccc(C)c(Br)c2)n2nc(C)nc2n1	14	4	-2	-13	2	0	1.6	-26	16
36	CCOc1ccccc1C(=O)Nc1ccc2c(c1)C(=O)NC2=O	1	-2	-2	3	-2	-15	-0.1	16	20
37	Cc1ccccc1NC(=O)CN1C(=O)S/C(=C\c2ccc(-c3cc(C(=O)O)ccc3C)o2)C1=O	-12	12	-3	-7	-3	11	-0.9	-1	-1
38	O=C(COC(=O)c1ccccc1Oc1ccccc1)NC1CC1	13	-8	-2	-5	5	9	-1.9	15	-13
39	CC(C)CCNC(=O)c1ccc(-n2cnc3cccnc32)cc1	10	-3	-3	6	0	-6	1.8	21	2
40	COc1cc(C2CC(=O)N3CN(Cc4ccccc4)CSC3=C2C#N)ccc1OCc1ccccc1 (stereo unspecified)	22	0	4	19	2	22	0.9	7	-2
41	CN=C(Nc1ccc(C(=O)OC)s1)c1ccccc1	3	-2	0	-7	0	8	-0.7	10	6
42	O=C(Nc1ccccc1N1CCN(C(=O)c2ccccc2)CC1)c1ccc(Br)o1	24	6	-3	10	-4	11	3.1	-4	49
43	COCCN(CC(=O)Nc1cc(Cl)ccc1-n1cncn1)Cc1nc2ccccc2c(=O)[nH]1	11	2	-1	0	-1	1	-2.4	-2	-2
44	OCC[C@@H]1C[C@@H](O)[C@H](O)[C@@]2(Cc3ccccc3CO2)O1	2	-6	-2	-8	0	-13	-0.9	7	19
45	CCOc1ccc(C(=O)OCC(=O)NC2CCCCCCC2)cc1	25	-5	-4	0	1	18	-0.5	-3	20
46	O=C(Nc1nnc(SCC(=O)N2CCCC2)s1)C1CC(=O)N(c2ccccc2)C1 (stereo unspecified)	-5	-2	8	7	0	2	0.1	7	22
47	COc1ccc(C(=O)NCC(=O)OCC(=O)N2CCC(C)CC2)cc1OC	-3	-15	-1	-4	-1	-12	0.0	-12	9
48	O=C(NN=Cc1c(F)cccc1F)c1ccccc1NS(=O)(=O)c1cccs1	18	1	-6	-18	0	3	0.3	7	-4
49	CC1CC(C)CN(C(=O)COC(=O)c2ccc3ncsc3c2)C1 (stereo unspecified)	16	11	-3	-8	1	4	0.9	-1	25
50	COc1ccc(N(C(=O)COc2ccccc2)C2C=CS(=O)(=O)C2)c(OC)c1 (stereo unspecified)	-3	4	1	-1	-3	-3	-0.7	-13	7
51	COc1cc(SC)ccc1C(=O)OC(C)C(=O)Nc1ccc(NC(C)=O)cc1 (stereo unspecified)	21	1	-1	-13	-5	0	0.3	16	17
52	S=C(Nc1ccc(Br)cc1)NC1CCCC1	26	-11	1	-24	-2	3	6.3	-17	-16
53	O=C(c1ccco1)N1CCC(c2ccccc2)C1 (stereo unspecified)	1	0	-5	-4	5	12	0.9	0	-5
54	Cc1ccnc(OC(C(=O)O)C(OCc2ccccc2)(c2ccc(F)cc2)c2ccc(F)cc2)n1 (stereo unspecified)	3	3	4	-9	-4	6	1.6	-11	14
55	CC1(c2ccccc2)NC(=O)N(CC(=O)Nc2cccc(C#N)c2)C1=O (stereo unspecified)	-7	4	-6	6	-2	6	0.5	15	19
56	CCCOc1ccc(C(=O)Nc2cc(-c3nn4c(C)nnc4s3)ccc2C)cc1	-14	-4	-3	1	2	13	-2.2	-43	9

# Limited to CCR6 antagonist, EBI2 antag and APJ antagonist (2 entries from above):
No.	SMILES	CCR6 antagonist	EBI2 antag	APJ antagonist
49	CC1CC(C)CN(C(=O)COC(=O)c2ccc3ncsc3c2)C1 (stereo unspecified)	4	-8	-1
50	COc1ccc(N(C(=O)COc2ccccc2)C2C=CS(=O)(=O)C2)c(OC)c1 (stereo unspecified)	-3	-1	-13

# This is a subset, so the mix of outcomes need not match the whole.
